High-throughput results as filed in PubChem.
MEP2-GFP yeast: modulators of MEP2-GFP levels in yeast, primary screen, S. cerevisiae, multiplex flow cytometry, MLPCN library; GFP response vs DMSO, % at 10 µM; S. cerevisiae MEP2-GFP strain, 3 h; 100% = DMSO control level; AID 2016, 2009; 330,000 compounds, 0.51% hits;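 active = GFP response versus DMSO above a set limit, roughly screen mean plus 3 SD, cut at about 180% in these data; inconclusive = fewer than 70 cells counted for a yeast strain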;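 note: median GFP fluorescence of the barcode-gated MEP2-GFP cells per well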
RPL19A TOR yeast: RPL19A-GFP expression modulators in yeast, primary screen, cell-based, S. cerevisiae, multiplex flow cytometry, MLPCN | 330,000 compounds, 0.3% hits | S. cerevisiae RPL19A-GFP strain, 3 h; hits give low values | percent response vs DMSO, % at 10 µM | AID 2025, 2009;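 active = percent response vs DMSO below 50%; inconclusive = fewer than 70 events counted for the yeast strain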;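 note: median channel GFP fluorescence of the barcoded RPL19A-GFP strain; ratio of sample median GFP to plate DMSO average so 100% = DMSO; lower means less RPL19A-GFP as with rapamycin TOR inhibition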
AHR act: AHR activators, primary screen, cell-based, luminescence, luciferase reporter, human; Aryl hydrocarbon receptor (Homo sapiens), P35869; AHR-responsive luciferase reporter cells; activation, % at 5 µM; 320,000 compounds, 2.5% hits; AID 2796, 2010; in the data active = activation above about 47%;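 note: 0% = vehicle wells and 100% = reference agonist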
Target sequence (P35869 whole entry, looked up): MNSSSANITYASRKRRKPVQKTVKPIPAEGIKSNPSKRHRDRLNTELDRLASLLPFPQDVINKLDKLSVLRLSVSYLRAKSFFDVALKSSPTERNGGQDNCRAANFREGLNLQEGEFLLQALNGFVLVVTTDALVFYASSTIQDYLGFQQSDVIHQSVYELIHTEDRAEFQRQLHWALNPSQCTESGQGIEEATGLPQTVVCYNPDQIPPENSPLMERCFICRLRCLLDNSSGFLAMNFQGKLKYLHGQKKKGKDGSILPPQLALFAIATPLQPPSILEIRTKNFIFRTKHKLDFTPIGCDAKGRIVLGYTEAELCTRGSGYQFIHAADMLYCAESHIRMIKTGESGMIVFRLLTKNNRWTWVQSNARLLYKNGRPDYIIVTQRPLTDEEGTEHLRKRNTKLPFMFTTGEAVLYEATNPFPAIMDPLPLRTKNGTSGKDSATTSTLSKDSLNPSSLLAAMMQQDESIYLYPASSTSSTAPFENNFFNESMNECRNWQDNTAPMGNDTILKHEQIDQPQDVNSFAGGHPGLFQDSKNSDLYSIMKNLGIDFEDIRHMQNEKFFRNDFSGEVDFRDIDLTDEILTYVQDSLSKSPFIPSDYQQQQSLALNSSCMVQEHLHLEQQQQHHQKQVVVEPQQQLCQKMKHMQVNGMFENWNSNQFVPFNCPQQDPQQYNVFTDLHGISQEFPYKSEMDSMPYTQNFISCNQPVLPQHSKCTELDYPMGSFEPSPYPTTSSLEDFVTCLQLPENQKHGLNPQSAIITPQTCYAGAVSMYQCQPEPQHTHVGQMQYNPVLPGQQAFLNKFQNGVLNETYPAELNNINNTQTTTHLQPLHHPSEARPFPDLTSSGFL
AGP1-GFP MLPCN: modulators of AGP1-GFP expression in yeast TOR pathway, primary screen, cell-based, multiplex flow cytometry, S. cerevisiae, MLPCN library. 3 h; GFP as percent of DMSO wells. 320,000 compounds, 0.02% hits. AID 2066, 2009. GFP response vs DMSO, % at 10 µM;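 active = GFP response relative to DMSO above a set limit, near screen average plus 3 SD, cut at about 150% in these data; inconclusive = fewer than 70 cells counted for the yeast strain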;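 note: median GFP channel fluorescence of the gated AGP1 strain per well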
CIT2 TOR yeast: modulators of CIT2-GFP expression in yeast, primary screen, S. cerevisiae, GFP fusion, multiplex flow cytometry, MLPCN library. 320,000 compounds, 0.065% hits. S. cerevisiae CIT2-GFP strain, 3 h; 100 means same as DMSO wells. GFP response vs DMSO, % at 10 µM;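 active = GFP response relative to DMSO above a set limit, near the screen mean plus 3 SD, cut at about 150% in these data; inconclusive = Fewer than 70 cells measured for a yeast strain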;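 note: ratio of well median GFP fluorescence to mean of DMSO wells on the plate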
Efflux pump mplx: inhibitors of Candida efflux pumps in yeast, primary screen, S. cerevisiae, Nile Red, multiplex | 330,000 compounds, 0.44% hits | inhibition, % at 10 µM | S. cerevisiae Candida pump triplex | AID 485275, 2010;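 active = plate passing quality check with inhibition over a set limit, or well fluorescence over plate mean plus 4 SD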;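 note: Nile Red retained in pooled yeast measured as flow cytometry median fluorescence; 0% = buffer negative control and 100% = Enniatin B positive control; higher means more Nile Red kept so more efflux inhibition; some compounds called inactive have numbers as strong as hits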
CR mimetic SO: reduction of superoxide in aged yeast, primary screen, HTS | S. cerevisiae aged cells, superoxide DHE fluorescence; hits give low values | 330,000 compounds, 0.18% hits | superoxide response (% of plate mean), % at 10 µM;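 active = superoxide response under a set limit, about three screen SD below normal, cut at about 65% in these data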;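 note: yeast aged for seven days with compound at 30 °C before DHE staining; 100% = average MFI of all compound-treated wells on the plate with controls excluded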
LAP4 TOR yeast: modulators of LAP4-GFP expression in yeast, primary screen, S. cerevisiae, multiplex flow cytometry, MLPCN library; 3 h; median GFP as percent of DMSO wells; GFP response vs DMSO, % at 10 µM; 320,000 compounds, 0.34% hits; AID 2023, 2009;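 active = GFP response vs DMSO above a set limit, about the screen mean plus 3 SD, cut at about 150% in these data; inconclusive = under 70 cell events counted for the yeast strain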
* = called active by the depositor; ? = inconclusive; · = no result given; [ ] = another dose, or the depositor's remark.

nr	compound	LAP4 TOR yeast	Efflux pump mplx	CR mimetic SO	AHR act
1	C#CCOCCOCCOCCNc1nc(N2CCN(C(=O)CCCCCCCCCCNC(=O)[C@H](CCCCN)n3cc(C)nn3)CC2)nc(N2CCN(C(=O)CCCCCCCCCCNC(=O)[C@H](CO)n3cc(CCCSC)nn3)CC2)n1	155*	0.3	97	2
2	CCCCn1c(-c2ccccc2)nc2c(=O)n(C)c(=O)[nH]c21	101	0.1	98	-1
3	CCCCN(NC(C)=O)c1nc(Cl)nc(NC(C)C)n1	94	0.1	116	0
4	Cc1ccccc1NC(=O)CNC(=O)c1ccc(C(F)(F)F)cc1	97	-0.4	79	13
5	COc1ccc(Cl)cc1N1C(=O)C2CCCN2C1c1ccccc1F (configuration not stated)	96	-0.2	97	5
6	CC1=CC(c2ccccc2)n2nc(N3C(=O)C4CC=CCC4C3=O)nc2N1 (configuration not stated)	101[may fluoresce violet]	-0.1	96	-4
7	COCCn1c(SCC(=O)c2c(-c3ccccc3)n(C)c3ccccc23)nnc1-c1ccncc1	90	0.3	92	5
8	Cc1cc(C)nc(N2CCCC(C(=O)NCC(c3ccccc3)c3ccccc3)C2)n1 (configuration not stated)	99	-0.1	100	2
9	Cc1ccc(C(=O)Nn2cnc3ccccc3c2=O)cc1C	91	0.5	112	11
10	CS(=O)(=O)c1ccc2nc(NC(=O)Nc3ccccc3F)sc2c1	87	0.2	95	34
11	CCc1nnc(NC(=O)c2nc(S(=O)(=O)Cc3ccccc3)ncc2Cl)s1	98	0.1	104	2
12	CNC(=O)CCc1nc(-c2ccc(C(C)(C)C)cc2)no1	94	-0.1	118	-14

nr	AGP1-GFP MLPCN	CIT2 TOR yeast	MEP2-GFP yeast	RPL19A TOR yeast
1	78	74	92	86
2	103	95	104	104
3	72	66	98	104
4	99	96	104	99
5	101	106	102	98
6	·	?	448*[may fluoresce violet]	44*[may fluoresce violet]
7	99	102	94	105
8	106	101	103	102
9	87	87	98	101
10	95	109	108	102
11	94	99	97	97
12	102	95	102	98

(list continues)
nr	compound	LAP4 TOR yeast	Efflux pump mplx	CR mimetic SO	AHR act
13	CCN1C(=O)CC(Sc2ccccc2C(=O)O)C1=O (configuration not stated)	99	-0.2	101	0
14	CN=c1scc(-c2ccccc2F)n1/N=C(\C)c1cccnc1	101	0.1	105	78*
15	CCn1c(Cn2nnc(-c3ccccc3)n2)nnc1SCC(=O)Nc1ccc(C(C)=O)cc1	89	0.1	89	1
16	O=C(O)CC12CC3CC(C1)CC(n1ncc(NCc4ccccc4)c(Cl)c1=O)(C3)C2	110	0.0	116	0
17	Cc1ccc(S(=O)(=O)N2CC(=O)Nc3ccccc32)c(C)c1NS(C)(=O)=O	95	-0.1	119	-3
18	O=C(CC1C(=O)N(c2ccccc2)C(=S)N1c1ccccc1)c1ccccc1 (configuration not stated)	106	-0.1	95	1
19	CC(C)(C)NS(=O)(=O)c1cc(C(=O)O)ccc1Cl	98	-0.3	95	-2
20	CCOC(=O)/C(=C\C=C\c1ccccc1)NC(=O)c1ccccc1	102	0.3	91	12
21	N#Cc1ccccc1S(=O)(=O)N1CCN(C(=O)CN2CCCC2c2cccs2)CC1 (configuration not stated)	112	0.0	111	3
22	COc1ccccc1N1CCN(CC(O)c2ccc3cc[nH]c3c2)CC1 (configuration not stated)	93	-0.1	94	11
23	CC(=O)c1ccc(S(=O)(=O)NCc2nnnn2-c2ccccc2)cc1	110	-0.1	113	2
24	CS(=O)(=O)N(Cc1ccccc1Cl)c1ccc(C(=O)NCc2cccnc2)cc1	86	0.0	90	21

nr	AGP1-GFP MLPCN	CIT2 TOR yeast	MEP2-GFP yeast	RPL19A TOR yeast
13	106	103	105	104
14	89	99	99	99
15	78	63	98	106
16	109	102	110	105
17	98	101	98	96
18	96	93	98	98
19	106	·	100	98
20	103	104	103	98
21	110	106	108	101
22	93	103	98	96
23	103	108	111	103
24	98	109	96	99

Next entries
nr	compound	LAP4 TOR yeast	Efflux pump mplx	CR mimetic SO	AHR act
25	CCOC(=O)N1CCC(NC(=O)C2CCN(S(=O)(=O)c3cccs3)CC2)CC1	103	0.0	104	1
26	O=C(Nc1cccc(C(=O)N2CCOCC2)c1)c1ccccc1Cl	100	-0.2	120	2
27	CCN(CC)c1cccc(OC(=O)c2cccnc2Cl)c1	117	0.0	91	0
28	Clc1ccc(-c2noc(CCCc3ccccc3)n2)cc1	100	0.1	101	8
29	Cc1cc(C)nc(Sc2ccc(/C=C(\C#N)C(N)=O)o2)n1	94	0.6	97	2
30	Cc1ccc(NC(=O)/C(C#N)=C(\N)C(Cl)(Cl)Cl)nc1	99	0.1	111	45
31	CCCc1c(C(=O)N/N=C/c2c(OC)ccc3ccccc23)nnn1-c1nonc1N	92	0.4	81	12
32	NC(=O)[C@H]1CC2(CC(c3cccc(NC(=O)COc4ccc(Cl)cc4)c3)=NO2)CN1C(=O)Cc1ccc([N+](=O)[O-])cc1 (some centres not stated)	126	0.0	108	5
33	CCCOc1ccc(C2C(=O)N(C3CCCCCC3)CC(=O)N2Cc2ccco2)cc1OC (configuration not stated)	97	0.0	92	0
34	CCn1c2ccc(CC(=O)O)cc2c2cc(CC(=O)O)ccc21	102	0.2	105	1
35	Cc1ccc(NC(=O)Cn2nnc(-c3ccccc3-n3cnnn3)n2)c(C)c1	98	0.0	97	23
36	CCC(Oc1ccccc1)C(=O)Nc1nc2c(s1)C(=O)CC(C)(C)C2 (configuration not stated)	94	-0.1	87	-1

nr	AGP1-GFP MLPCN	CIT2 TOR yeast	MEP2-GFP yeast	RPL19A TOR yeast
25	105	106	101	105
26	104	101	103	100
27	90	92	119	93
28	104	·	101	105
29	106	112	98	106
30	95	98	93	107
31	100	107	112	110
32	88	98	95	102
33	109	103	104	101
34	96	93	98	95
35	100	100	98	94
36	91	96	104	91

New compounds follow
nr	compound	LAP4 TOR yeast	Efflux pump mplx	CR mimetic SO	AHR act
37	Cc1ccc([N+](=O)[O-])cc1N(CC(=O)N1CCCCC1)S(C)(=O)=O	94	-0.3	96	0
38	COc1ccccc1-c1ccc(=O)n(CC(=O)NCc2ccco2)n1	94	0.0	104	3
39	Cc1cccc(CSCCNC(=O)COc2ccc(Cl)cc2)c1	96	0.0	205	2
40	CCOC(=O)c1nn(-c2ccccc2C)c(=O)c(C#N)c1C	95	0.2	112	2
41	O=C(CN1C(=O)NC2(CCCC2)C1=O)Nc1nc(-c2ccc(F)cc2)cs1	80	-0.1	102	2
42	CC(=O)Nc1ccc(NC(=O)C2CC(=O)Nc3ncnn32)cc1 (configuration not stated)	111	0.0	97	0
43	CCCC(=O)N(CCN1CCOCC1)c1nc2c(C)cccc2s1	101	0.2	99	8
44	CC1CN(C(C)C(=O)NNC(=O)c2ccc(F)cc2)CC(C)O1 (configuration not stated)	96	0.2	93	4
45	CCCNC(=O)NC(C(=O)OC)C12CC3CC(CC(C3)C1)C2 (configuration not stated)	108	-0.4	104	-3
46	CN(Cc1nc(-c2ccncc2)no1)S(=O)(=O)c1ccc(Cl)cc1	100	0.0	109	2
47	CCN(CCn1cccn1)Cc1c(C(=O)N2C[C@@H](C)O[C@@H](C)C2)nc2ccc(Cl)cn12	100	0.2	99	5
48	COc1ccc(C2C(C(=O)NCc3ccco3)CCC(=O)N2c2ccc(OC)cc2)cc1 (configuration not stated)	·	-0.1	104	0

nr	AGP1-GFP MLPCN	CIT2 TOR yeast	MEP2-GFP yeast	RPL19A TOR yeast
37	101	101	97	102
38	89	93	96	97
39	95	99	99	105
40	94	92	98	97
41	91	·	92	94
42	105	96	100	99
43	100	95	95	97
44	99	95	97	95
45	99	109	102	108
46	95	97	99	98
47	99	98	98	102
48	95	96	93	97

Next part:
nr	compound	LAP4 TOR yeast	Efflux pump mplx	CR mimetic SO	AHR act
49	CCOc1ccc(-n2c(O)c(/C=N/NC(=O)C3COc4ccccc4O3)c3ccccc3c2=O)cc1 (configuration not stated)	114	-1.6	112	-5
50	CCCCCCCC/C=C\CCCCCCCC(=O)NCCc1ccc(O)c(O)c1	107	0.1	109	-4
51	COc1cccc(CC2(CO)CCCN(Cc3cn(C)c4ccccc34)C2)c1 (configuration not stated)	94	0.1	108	7
52	CCN(CC)c1ccc(C2C(C(=O)OC(C)C)C(=O)CC(C)(O)C2C(=O)OC(C)C)cc1 (configuration not stated)	93	0.2	96	1
53	COC(=O)c1cc(=O)c2c(C)nc(C(Cl)(Cl)Cl)nc2[nH]1	135	-0.1	111	34
54	COC(=O)c1cn(C(=O)c2ccc(C)c(C)c2)c2ccccc12	151*	0.0	96	-1
55	COc1cc(/C=C2\CCCc3c2nc2ccccc2c3C(=O)O)cc(OC)c1O	108	0.0	99	1
56	Cc1cc(C)cc(NC(=O)C(C)N2C(=O)c3ccccc3C2=O)c1 (configuration not stated)	94	-0.3	104	2
57	COC(=O)c1c(NC(=O)c2cccs2)sc2c1CCCC2	100	-0.1	102	26
58	CCC(=O)NNc1nc2c(F)cccc2s1	111	0.1	87	16
59	Cc1ccc(C(=O)Nc2c(C(=O)NCc3ccco3)cnn2-c2ccccc2)cc1	106	0.1	93	3
60	CCc1ccccc1NC(=O)C1CCCN1S(=O)(=O)c1ccc2c(c1)n(C)c(=O)c(=O)n2C (configuration not stated)	96	0.0	104	-2
61	CN(C)c1nc(Oc2ccc(C(=O)OCC(=O)Nc3ccccc3)cc2)nc(N(C)C)n1	101	0.1	92	0

nr	AGP1-GFP MLPCN	CIT2 TOR yeast	MEP2-GFP yeast	RPL19A TOR yeast
49	103	93	105	106
50	87	83	97	98
51	104	99	103	103
52	101	105	100	100
53	87	79	114	101
54	91	78	86	88
55	101	95	114	96
56	104	107	105	107
57	·	104	97	103
58	96	86	109	95
59	107	101	98	99
60	106	103	103	103
61	101	105	106	100

Entries of single compounds, looked up by structure. Values in the order: LAP4 TOR yeast, Efflux pump mplx, CR mimetic SO, AHR act, AGP1-GFP MLPCN, CIT2 TOR yeast, MEP2-GFP yeast, RPL19A TOR yeast
CCOc1ccc(-n2c(O)c(/C=N/NC(=O)C3COc4ccccc4O3)c3ccccc3c2=O)cc1 (configuration not stated) is listed with 114, -1.6, 112, -5, 103, 93, 105, 106
COC(=O)c1c(NC(=O)c2cccs2)sc2c1CCCC2 is listed with 100, -0.1, 102, 26, ·, 104, 97, 103
COc1cc(/C=C2\CCCc3c2nc2ccccc2c3C(=O)O)cc(OC)c1O is listed with 108, 0.0, 99, 1, 101, 95, 114, 96
COc1cccc(CC2(CO)CCCN(Cc3cn(C)c4ccccc34)C2)c1 (configuration not stated) is listed with 94, 0.1, 108, 7, 104, 99, 103, 103
Cc1ccc(C(=O)Nc2c(C(=O)NCc3ccco3)cnn2-c2ccccc2)cc1 is listed with 106, 0.1, 93, 3, 107, 101, 98, 99

Single entries from above:
`CCOc1ccc(-n2c(O)c(/C=N/NC(=O)C3COc4ccccc4O3)c3ccccc3c2=O)cc1` (configuration not stated) in LAP4 TOR yeast reads 114
`CCN(CC)c1ccc(C2C(C(=O)OC(C)C)C(=O)CC(C)(O)C2C(=O)OC(C)C)cc1` (configuration not stated) in AGP1-GFP MLPCN reads 101
